Screening data: PubChem, National Center for Advancing Translational Sciences (NCATS)
IL2 activator = qHTS of IL-2 Activators; activation, % (series mostly up to about 46 µM); IL-2 activation reporter assay, cell-based qHTS; stimulated with anti-CD3/CD4/CD28 beads; in transgenic mouse T cells; 0.065% of 360,000 active; in the data active = activation above about 50%; inconclusive = mostly about 30% to 49%; also: 0% is about no effect
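Readout is EGFP and DsRed signal by fluorescent plate cytometry after 18 h at 37 degrees C. Transgenic mouse T cells (750/well) received compound for 60 min before bead stimulation (anti-CD3, anti-CD4, anti-CD28); memory T cells served as non-tolerant control.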
GLP1R cytotox = qHTS of GLP-1 Receptor Inverse Agonists: Cytotox Screen | 0.13% of 410,000 active | Potency, µM (titrated, usually from 38.3 µM), without a hit: at the top dose activity change, negative = inhibition, hits mostly inhibitors | HEK293 cAMP-luciferase reporter cells, luminescence, 24 h;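 also: loss of luciferase light is scored as toxicity; potency is read from the fitted curve at half-maximal effect; % is scaled to controls: 0 for no effect and ±100 for the full control effect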
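Compound-treated cells are incubated 24 hr at 37 deg C under 5% CO2 after a 12 hour attachment period, then luciferase detection reagent is added and luminescence is measured following 12 min at room temperature; lowered signal indicates toxicity.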
PI5P4Ka inh = qHTS for Inhibitors of phosphatidylinositol 5-phosphate 4-kinase (PI5P4K); AID 652105, 2013; PI5P4Kalpha enzyme, ADP-Glo luminescence, 60 min; active compounds read low; max response, %; 1.2% of 330,000 active; active = max response of -50% or lower; inconclusive = between -30% and -50%; inactive = -30% or higher; also: value at the top dose of about 77 µM; % is scaled to controls: 0 for no effect and ±100 for the full control effect
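Compounds were pin-transferred onto PI5P4Kalpha and substrate in HEPES pH 7.4 buffer with EGTA, CHAPS and 5% DMSO. ATP (5 microM final) started the reaction, which ran 60 minutes at room temperature before ADP-Glo detection.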
GLP1R inv ag = qHTS of GLP-1 Receptor Inverse Agonists (Inhibition Mode); Glucagon-like peptide 1 receptor (Homo sapiens), P43220; HEK293 GLP-1R CRE-luciferase, luminescence, 24 h; GLP-1R form is constitutively active; Potency, µM (titrated, usually from 38.3 µM), for inactives: at the top dose activity change, negative = inhibition, usual class: inhibitors; 1.6% of 410,000 active; AID 624417, 2012; also: potency is read from the fitted curve at half-maximal effect; % is scaled to controls: 0 for no effect and ±100 for the full control effect; nearly all actives have a fitted effect of over 55% in size
Target sequence (P43220 whole entry, looked up): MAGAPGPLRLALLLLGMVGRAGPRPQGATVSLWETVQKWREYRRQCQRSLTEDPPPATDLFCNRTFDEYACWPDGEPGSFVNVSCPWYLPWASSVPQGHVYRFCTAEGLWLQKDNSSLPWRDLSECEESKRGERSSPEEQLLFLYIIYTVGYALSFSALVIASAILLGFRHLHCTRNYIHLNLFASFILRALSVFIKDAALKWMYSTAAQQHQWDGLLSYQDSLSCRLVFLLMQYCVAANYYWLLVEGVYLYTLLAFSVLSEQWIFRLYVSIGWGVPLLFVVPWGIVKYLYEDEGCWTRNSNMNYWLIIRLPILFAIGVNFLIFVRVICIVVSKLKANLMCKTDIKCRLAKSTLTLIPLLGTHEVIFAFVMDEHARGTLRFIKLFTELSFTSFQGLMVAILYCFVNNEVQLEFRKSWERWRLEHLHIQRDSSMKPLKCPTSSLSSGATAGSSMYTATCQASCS
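Assay principle: reduced luminescence from a cAMP-responsive reporter in HEK293 cells co-expressing a constitutively active GLP-1R. Conditions: 24 hr compound incubation, 37 deg C, 5% CO2.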
PLK1 PBD inh = qHTS for Inhibitors of PLK1-PDB (polo-like kinase 1 - polo-box domain): Primary Screen; Serine/threonine-protein kinase PLK1 (Homo sapiens), P53350; Potency, µM, for the others: max response, negative = inhibition, actives largely listed as inhibitors; Plk1 PBD binding of FITC phosphopeptide, fluorescence polarization; 2.8% of 360,000 active; also: potency is read from the fitted curve at half-maximal effect; series mostly up to about 57 µM; % is scaled to controls: 0 for no effect and ±100 for the full control effect; nearly all actives have a fitted effect of over 65% in size
PTHR1 agonist = qHTS for PTHR1 Agonists: Primary Screen. Parathyroid hormone/parathyroid hormone-related peptide receptor (Homo sapiens), Q03431. HEK293 GP2 PTHR1 cells, GloSensor cAMP luminescence, 1 h. Potency, µM (highest dose often 115 µM), for inactives: top-dose activation, actives largely listed as activators. 0.075% of 410,000 active; also: potency is read from the fitted curve at half-maximal effect; nearly all actives have a fitted effect of over 55% in size; some results filed as inactive show a strong effect at the top dose; inactives centre near -15; many of its hits are not listed in these tables
Target sequence (Q03431 whole entry, looked up): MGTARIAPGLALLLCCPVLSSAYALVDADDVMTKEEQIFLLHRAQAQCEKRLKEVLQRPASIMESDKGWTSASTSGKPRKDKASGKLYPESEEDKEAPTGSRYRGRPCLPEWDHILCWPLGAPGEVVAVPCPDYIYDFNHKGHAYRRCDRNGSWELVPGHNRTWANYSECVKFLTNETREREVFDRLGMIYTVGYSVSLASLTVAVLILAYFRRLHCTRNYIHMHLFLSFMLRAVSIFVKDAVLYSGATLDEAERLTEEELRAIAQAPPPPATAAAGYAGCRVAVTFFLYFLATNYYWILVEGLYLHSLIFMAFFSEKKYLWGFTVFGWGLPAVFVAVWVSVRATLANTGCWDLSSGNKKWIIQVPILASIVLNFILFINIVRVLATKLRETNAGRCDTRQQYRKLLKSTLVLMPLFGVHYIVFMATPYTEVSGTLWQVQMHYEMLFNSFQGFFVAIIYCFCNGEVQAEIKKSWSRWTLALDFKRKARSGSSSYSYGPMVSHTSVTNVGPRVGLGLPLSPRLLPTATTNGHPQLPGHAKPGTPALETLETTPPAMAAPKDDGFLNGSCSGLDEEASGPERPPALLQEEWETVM
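HEK-293-derived GP2 cells expressing PTHR1 and a GloSensor cAMP reporter, 3,000/well, plated overnight, given luciferin plus IBMX (each 0.5 mM as added) for 1 h at 37 °C, then compound for 1 h at 37 °C. Luminescence was read after 15 min at room temperature.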
EPAC1 ag = qHTS for Agonist of cAMP-regulated guanine nucleotide exchange factor 3 (EPAC1): primary screen. Rap guanine nucleotide exchange factor 3 (Homo sapiens), O95398. EPAC1 agonist qHTS, biochemical assay; response scale: 100% = response to 6.5 mM cAMP. Potency, µM (series often up to 154 µM), inactives show at the top dose activation, actives largely listed as activators. 0.073% of 360,000 active. AID 720707, 2013; also: potency is read from the fitted curve at half-maximal effect; nearly all actives have a fitted effect of over 60% in size
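Normalized to 6.5 mM cAMP, activity reflects EPAC1-catalysed release of BODIPY-GDP from Rap1B, followed kinetically over 30 min at 480 nm excitation, 540 nm emission. Reaction contained 100 nM EPAC1, 250 nM Rap1B-BODIPY-GDP, 50 uM GDP.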
EPAC1 antag = qHTS for Antagonist of cAMP-regulated guanine nucleotide exchange factor 3 (EPAC1): primary screen. Rap guanine nucleotide exchange factor 3 (Homo sapiens), O95398. EPAC1 GEF assay, Rap1b-BODIPY-GDP exchange fluorescence. Potency, µM (highest dose often 115 µM), without a hit: top-dose activity change, negative = inhibition, most hits filed as inhibitors. 0.14% of 360,000 active. AID 720709, 2013;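 also: potency is read from the fitted curve at half-maximal effect; plate controls were vehicle for no effect and positive control for full effect; nearly all actives have a fitted effect of over 50% in size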
GLP-1R agonist = qHTS of GLP-1 Receptor Agonists; Glucagon-like peptide 1 receptor (Homo sapiens), P43220; Potency, µM (doses to about 45.6 µM), without a hit: top-dose activation, hits mostly activators; HEK293 GLP-1R CRE-luciferase, luminescence, 4-6 h; cells express a hypersensitive GLP-1R form; 0.007% of 380,000 active; AID 624172, 2012; also: potency is read from the fitted curve at half-maximal effect; % of control where 0% means no effect
* marks the source's active call; other numbers are inactive results; i = inactive; ? = inconclusive; · = no result given; [ ] = dose if it differs, or a comment. Unless noted, calls follow the shape of the dose curve; as a rule, active = well fitted curve in the direction sought with a large enough effect; inconclusive = small, poorly fitted or top-dose-only effect, or another doubt; inactive = no such curve, though single readings can be large; an effect the other way counts as inactive or inconclusive. The list is partial (hit frequency here may not be typical).

SMILES	IL2 activator	GLP1R cytotox	PI5P4Ka inh	GLP1R inv ag	PLK1 PBD inh	PTHR1 agonist	EPAC1 ag	EPAC1 antag	GLP-1R agonist
COc1cc2c(cc1OC)CN(c1nc(CN3CCOCC3)nc3sc4c(c13)CCCC4)CC2	2.8	-27%	11	?	-6%	-18%	6%	-9%	0%
CCOc1ccc(S(=O)(=O)N(CC)CC(=O)NCc2cccnc2)cc1C	-1.0	3%	4	-26%	-2%	i	-6%	-20%	5%
CC(=O)c1c(C)[nH]c(C(=O)COC(=O)COc2ccccc2)c1C	-5.3	-14%	1	0%	4%	i	9%	9%	0%
c1cncc(-c2cn(C[C@H]3CC[C@H](Cn4cc(-c5cccnc5)nn4)O3)nn2)c1	1.3	8%	0	-1%	-10%	18%	1%	-9%	2%
COC(C(=O)NC1CCCCCCC1)c1ccccc1 (stereo not drawn)	-1.9	27%	-3	?	-5%	-10%	-7%	0%	-13%
S=C1NC[C@H](Cc2ccccc2)N1CC1CCN(CCCCc2ccccc2)CC1	-0.5	-8%	4	?	-2%	-19%	0%	-10%	4%
COc1cc(C=O)ccc1Oc1nc(Nc2ccc(F)cc2F)nc(N2CCOCC2)n1	-0.8	4%	-15	-28%	21µM*	-8%	11%	-20%	9%
O=C(CSc1nc2ccccc2c(=O)n1CCC(=O)N1CCCCC1)NCc1ccccc1	-1.3	-19%	·	-2%	0%	-43%[57.5 µM]	3%	-1%	-1%
Cc1ccccc1CC(=O)N1CCN(S(=O)(=O)c2ccc(Cl)s2)CC1	-0.2	-3%	-6	7%	-2%	-23%	-4%	-10%	-1%
COC(=O)[C@@]1(Cc2ccc(F)cc2)[C@H]2c3cc(C(=O)N4CCCC4)n(Cc4ccc(C(F)(F)F)nc4)c3C[C@H]2CN1C(=O)c1ccccc1	0.3	-13%	2	?	-9%	26%	-13%	-24%	3%
O=C(CN1CCCCCC1)Nc1ccc(Br)cc1	-3.8	-1%	·	-30%	3%	i	-5%	5%	-5%
CCOc1ccc(CCNC(=O)COC(=O)c2cc([N+](=O)[O-])ccc2N2CCOCC2)cc1OCC	-3.5	?	0	106%[activator]	-11%	0%	-5%	13%	21%
Cc1ccc(C)c(CN2C(=O)c3ccccc3S(=O)c3ccc(C(=O)N4CCN(c5cccc(Cl)c5)CC4)cc32)c1 (stereo not drawn)	·	-3%	·	?	·	-27%	·	·	-3%
OCc1cnc(SCc2ccccc2)n1Cc1ccccc1	-2.6	-5%	5	?	-4%	-15%	-3%	-13%	2%
Cc1ccc(C2N(c3ccccc3)C(=O)N3CCCN23)cc1 (stereo not drawn)	-0.1	11%	1	-11%	-3%	-24%	1%	-9%	-3%
CCOC(=O)C1CCCN(C2=NC(=O)/C(=C/c3ccc(OC)cc3)S2)C1 (stereo not drawn)	0.2	-4%	1	2%	3%	-14%	-2%	-9%	7%
CCOc1ccc(S(=O)(=O)NCCN2CCOCC2)c2ccccc12	-2.7	-7%	·	7%	-11%	-10%[57.5 µM]	10%	-10%	11%
Cc1cc2oc(=O)cc(CN3CCc4ccccc43)c2cc1Cl	-1.4	-3%	-6	?	-4%	-24%	8%	7%	-3%
Cc1sc2ccccc2[n+]1CC(=O)O	-1.4	-11%	5	-7%	?	i	8%	-3%	-1%
O=C(NCc1ccccn1)C1CCN(S(=O)(=O)c2cccs2)CC1	-2.2	8%	·	3%	-7%	i	6%	10%	-3%
CN(C)c1ccc(CNc2ccc3c(c2)ncn3C)cc1	-0.3	-18%	·	0%	-13%	-10%[57.5 µM]	7%	2%	0%
CCN1C(=O)C(O)(CC(=O)c2cc(C)ccc2C)c2ccccc21 (stereo not drawn)	-0.7	21%	3	-24%	-4%	i	-6%	12%	6%
COc1ccc(Cl)cc1NC(=O)CCN1CCOCC1	0.7	10%	-8	18%	-16%	-4%	5%	-8%	14%
COCCCNS(=O)(=O)c1ccc(Oc2ncc(C(F)(F)F)cc2Cl)cc1	-1.7	-11%	-3	?	-6%	-29%	2%	-4%	-1%
O=C(O)c1cccc(N2C(=O)CSC2c2c(F)cccc2Cl)c1 (stereo not drawn)	3.8	12%	-3	-8%	-6%	i	6%	2%	-4%
COc1cc(C2/C(=C(/O)c3ccc(F)cc3)C(=O)C(=O)N2CCCC(=O)O)ccc1O (stereo not drawn)	-1.5	3%	·	0%	-6%	i	17%	3%	-2%
Cc1ccc2c(c1)-c1c(cnn1CC(=O)N1CCCN(Cc3ccccc3F)C1)CO2	-3.8	-11%	7	?	-18%	-55%[inhibitor]	-12%	-14%	7%
O=C(O)c1cn(C2CCCCC2)c2ccccc2c1=O	-1.7	3%	4	22%	-2%	-46%[inhibitor]	4%	-2%	1%
COc1cc(/C=C/C(=O)OCC(=O)Nc2ccc3c(c2)OCCO3)ccc1OCC#N	-2.6	-2%	3	7%	-8%	-3%	-9%	-10%	1%
N/C(=N\OC(=O)CSc1ccccc1)c1ccncc1	0.9	4%	4	9%	-26%	-1%	1%	18%	2%

Two entries picked at random from those above, as already listed:
SMILES	IL2 activator	GLP1R cytotox	PI5P4Ka inh	GLP1R inv ag	PLK1 PBD inh	PTHR1 agonist	EPAC1 ag	EPAC1 antag	GLP-1R agonist
COc1cc(C2/C(=C(/O)c3ccc(F)cc3)C(=O)C(=O)N2CCCC(=O)O)ccc1O (stereo not drawn)	-1.5	3%	·	0%	-6%	i	17%	3%	-2%
COc1cc(/C=C/C(=O)OCC(=O)Nc2ccc3c(c2)OCCO3)ccc1OCC#N	-2.6	-2%	3	7%	-8%	-3%	-9%	-10%	1%

Next part
SMILES	IL2 activator	GLP1R cytotox	PI5P4Ka inh	GLP1R inv ag	PLK1 PBD inh	PTHR1 agonist	EPAC1 ag	EPAC1 antag	GLP-1R agonist
O=C(O)c1cccnc1SCC(=O)C12CC3CC(CC(C3)C1)C2	-0.7	-12%	-10	-1%	-14%	i	1%	-15%	-1%
Cc1cc(NS(=O)(=O)c2ccc(C(C)C)cc2)no1	2.2	-8%	3	8%	-5%	i	14%	-15%	-1%
CC1(C)OC(=O)C(=CNC(CCC(N)=O)C(=O)O)C(=O)O1 (stereo not drawn)	-0.7	4%	0	27%	-15%	i	1%	-12%	-4%
CC(=O)N1CCC(C(=O)N2c3ccccc3N=C(c3ccc(C(F)(F)F)cc3)C2C(=O)NC(C)(C)C)CC1 (stereo not drawn)	2.4	1%	-1	4%	-5%	-7%	-10%	3%	·
Cc1ccc(S(=O)(=O)N(C)CC(=O)Nc2nc3ccccc3s2)cc1	0.8	8%	-2	?	-9%	-93%[inhibitor]	15%	-11%	3%
CCOC(=O)N1CCN(C(=O)C2CCN(C(=O)c3ccc([N+](=O)[O-])cc3)CC2)CC1	-1.4	17%	3	-6%	-4%	0%	1%	2%	-9%
COc1ccc2c3c([nH]c2c1)C1CC2C(CC(O)C(OC)C2C(=O)O)CN1CC3 (stereo not drawn)	0.6	2%	1	-6%	-11%	6%	-19%	6%	-6%
O=[n+]1c2c(n([O-])c3cc(F)ccc31)CCCC2	-2.4	-15%	-4	10%	-2%	i	-7%	9%	-5%
CN(Cc1ccncn1)C(=O)C1CCC(=O)N(Cc2cccc(C(F)(F)F)c2)C1 (stereo not drawn)	-2.5	-1%	3	13%	-15%	i	5%	0%	0%
Cc1c(C(=O)NCc2ccco2)oc2ccc(S(=O)(=O)N3CCC4(CC3)OCCO4)cc12	-2.1	-3%	-3	-13%	-5%	-17%	-6%	-1%	-1%
CCOC(=O)/C(=N/Nc1ccccc1)Sc1nnnn1-c1ccc(C)cc1	-0.7	-2%[1.53 µM]	3	5%	-17%	20%	5%	10%	1%
O=C(C1=C[C@H](c2ccc3c(c2)OCO3)C[C@H](OCCCCO)O1)N1CCOCC1	0.3	-7%	1	-2%	-7%	i	-9%	7%	8%
O=C(c1cccc(C(=O)N2CCN(c3ccccc3F)CC2)c1)N1CCN(c2ccccc2F)CC1	0.3	15%	4	8%	-11%	-13%[57.5 µM]	6%	0%	-2%
CN(C)C(=O)c1ccc(NC(=O)COC(=O)CC23CC4CC(CC(Br)(C4)C2)C3)cc1	-2.6	-1%	4	-10%	-19%	i	8%	0%	10%
O=C(O)c1nc(N2CCCC2)ncc1Cl	-0.4	-18%	·	7%	-4%	i	3%	2%	11%
CN(C)S(=O)(=O)c1cccc(C(=O)NCC(C)(C)CNC(=O)c2cccc(S(=O)(=O)N(C)C)c2)c1	-1.4	-1%	0	14%	-1%	-6%	-2%	6%	20%
Oc1ccc(/C=N/NC(=S)Nc2cccnc2)c(O)c1O	1.8	0%	-96*	-10%	6.7µM*	i	7%	?	0%
O=C(COC(=O)CNC(=O)c1ccc(Cl)cc1Cl)Nc1cccc(S(=O)(=O)N2CCCC2)c1	0.0	-24%	-6	5%	-7%	-15%	13%	-6%	-10%
O=C(NC1CCSc2ccccc21)c1ccccc1Br (stereo not drawn)	4.0	5%	7	?	-2%	-10%	0%	9%	-2%
CCOCCCNC(=O)COc1ccc(OC)cc1	-0.7	-14%	-6	12%	-13%	i	-1%	-2%	2%
COc1cc(-c2noc(CCC(=O)NC3CCCC3)n2)cc(OC)c1OC	-0.2	-2%	5	21%	1%	-9%	0%	13%	5%
Cc1cc2ccccc2c(=O)n1CC(=O)NCC(=O)N1CCN(c2ccccc2)CC1	-1.2	2%	-2	2%	-7%	i	-4%	5%	-13%
O=C(Nc1nccs1)C(Br)C(Br)c1ccccc1 (stereo not drawn)	-0.8	-18%	-7	-6%	0.95µM*	-11%	4%	1%	1%
